Source: PubChem BioAssay
Measles CPE: protection of cells from measles virus. protection (pct of control), % at 4 µM. AID 841. Measles virus-infected cells, CPE protection, absorbance. hit rate 1.5% among 140,000; in the data active = protection mostly above about 24%, no sharp cut-off; inactive = mostly below about 26%; note: some compounds called inactive have numbers as strong as hits
MRP1 act: MRP-1 activation; H69AR cells + doxorubicin, viability rescue, CellTiter-Glo; viability increase, % at 10 µM; hit rate 0.61% among 140,000; AID 799;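 active = viability gain under doxorubicin at or above a set limit, the compound median plus 3 SD, cut at about 4.7% in these data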;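 note: MRP-1 overexpressing cells given doxorubicin 25 µM after compound pretreatment; 18-22 h compound pretreatment then 72 h with doxorubicin before readout; 0% = doxorubicin-only wells and 100% = vehicle-treated cells without doxorubicin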
Phagocyt inh: blocks phagocytosis by macrophages | J774A.1 macrophage IgG-bead phagocytosis, imaging | inhibition, % at 5 µM | hit rate 0.07% among 110,000;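 active = inhibition above the mean of the plate negative controls plus 5 SD, cut at about 13% in these data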;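 note: phagocytic index as fraction of beads internalized from green versus red external bead signal; plate controls were DMSO negative control for no effect and cytochalasin-D positive control for full effect; some results beyond the cut were filed as inactive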
BB579 growth dn: yeast BB579 growth reduction in restrictive medium; S. cerevisiae BB579 growth, OD615, 48 h; inhibition, % at 10 µM; hit rate 0.51% among 140,000;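 active = inhibition above a set limit, 3 SD over the mean compound inhibition, cut at about 44% in these data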; note: inactives centre near -24
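controls = amphotericin B 10 µg/mL, positive | assay system = DeaD yeast strain BB579 | schedule = 48 h compound exposure at 30 °C after 4 h preincubation | detection = OD615 turbidity measurement | medium = restrictive CSMM-D medium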
bCat KO growth: beta-catenin-lacking colon tumor cell growth suppression; HCT116 beta-catenin knockout viability, CellTiter-Glo, 60 h; active compounds read low; viability, % at 10 µM; hit rate 1.5% among 140,000; AID 818;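 active = viability at or under a set limit, the compound median less 4 SD, cut at about 6% in these data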;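 note: 0% = Hyamine 1622 control at 20 µM and 100% = untreated cell control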
Yeast life ext: extends the lifespan of yeast | S. cerevisiae growth with nicotinamide, OD615; deaD strain in restrictive glucose medium | inhibition of the nicotinamide effect, % at 10 µM | hit rate 0.68% among 130,000;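 active = inhibition above a set limit, placed 3 SD over the median of all compounds, cut at about 26% in these data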;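 note: 0% = nicotinamide-treated wells and 100% = cells grown without nicotinamide; some compounds called inactive have numbers as strong as hits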
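Buffer or medium: CSMM-D glucose medium, restrictive; test system: modified budding yeast, DeaD strain; compound: single dose 10 µM compound, 0.25% DMSO; schedule: culture preincubation 4 h, compound exposure 48 h, both 30 °C; detection: optical density (absorbance) at 615 nm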
GALR2 antag: GALR2 (human) receptor antagonism; O43603; GALR2-expressing cells, antagonist mode; inhibition, % at 4 µM; hit rate 0.39% among 140,000; in the data active = inhibition above about 27%;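 note: cells stimulated with galanin 1-16 at roughly its EC80; 0% = agonist challenge control and 100% = basal control without agonist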
Target sequence (O43603 whole entry, looked up): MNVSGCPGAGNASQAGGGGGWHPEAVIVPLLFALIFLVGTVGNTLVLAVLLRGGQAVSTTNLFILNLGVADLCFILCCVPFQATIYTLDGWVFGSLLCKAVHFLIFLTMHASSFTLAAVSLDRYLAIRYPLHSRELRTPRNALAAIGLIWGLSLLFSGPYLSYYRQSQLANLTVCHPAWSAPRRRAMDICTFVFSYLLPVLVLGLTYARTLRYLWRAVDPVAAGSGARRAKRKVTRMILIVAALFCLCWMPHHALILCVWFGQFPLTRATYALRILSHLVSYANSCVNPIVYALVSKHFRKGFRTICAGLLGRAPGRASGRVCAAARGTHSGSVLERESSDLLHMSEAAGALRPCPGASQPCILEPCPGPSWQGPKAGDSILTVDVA
E-sel TNF inh: TNF alpha driven E-selectin expression inhibition. hit rate 0.71% among 120,000. HUVEC TNFa-induced E-selectin immunofluorescence, high content. inhibition, % at 2 µM;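 active = inhibition above the batch mean plus 3 SD, and confirmed as a hit on visual image review, cut at about 43% in these data; inconclusive = passes the inhibition cutoff but fails visual image review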;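 note: 0% = TNF-stimulated DMSO wells and 100% = unstimulated control wells; not every result past the cut was called active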
PTEN del growth: growth suppressors of cells with PTEN tumor suppressor deletion; HCT116 PTEN-null viability, CellTiter-Glo, 60 h; active compounds read low; viability, % at 10 µM; hit rate 1.2% among 140,000; AID 827;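 active = viability at or below a set limit, 4 SD under the median of all tested compounds, cut at about 3.7% in these data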;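 note: PTEN knockout HCT116 line with beta catenin targeted HCT116 as companion control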
NPY-Y2 antag: antagonists of human neuropeptide Y receptor Y2 | NPY-Y2 expressing cells, antagonist mode | inhibition, % at 2.7 µM | hit rate 0.99% among 140,000 | P49146 | AID 793; in the data active = inhibition above about 17%;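 note: 0% = vehicle with agonist challenge and 100% = reference antagonist with challenge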
Target sequence (P49146 whole entry, looked up): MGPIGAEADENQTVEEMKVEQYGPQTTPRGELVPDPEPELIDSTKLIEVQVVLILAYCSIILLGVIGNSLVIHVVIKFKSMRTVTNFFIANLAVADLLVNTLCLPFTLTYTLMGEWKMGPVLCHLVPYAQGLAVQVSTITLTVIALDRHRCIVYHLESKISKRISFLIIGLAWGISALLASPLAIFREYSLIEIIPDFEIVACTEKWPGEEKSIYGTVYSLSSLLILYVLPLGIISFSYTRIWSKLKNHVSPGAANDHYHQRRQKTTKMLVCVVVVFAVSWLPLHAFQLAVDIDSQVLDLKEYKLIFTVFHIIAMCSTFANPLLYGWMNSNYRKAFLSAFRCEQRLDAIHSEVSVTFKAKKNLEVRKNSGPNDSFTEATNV
Numbers without * were called inactive; ? = inconclusive; nt = no result given; & = joins results of further samples. This is a subset (hit frequency here may not be typical).

(1) CCN1c2nc3c(C)cccn3c(=O)c2CC2(C(=O)N(C)C(=O)N(C)C2=O)C1C (stereo not given)
(2) CCC(=NCCOc1ccc(Cl)cc1)c1c(O)n(C)c(=O)n(C)c1=O
(3) Cc1nonc1OCCNCCNc1ccc([N+](=O)[O-])c2cccnc12
(4) CC[N+]1(C)CCCC(OC(=O)C(O)(c2ccccc2)c2ccccc2)C1 (stereo not given)
(5) CCC1CN(C)CCC1(OC(C)=O)c1ccccc1 (stereo not given)
(6) CC12CN3CC(C)(CN(C1)P3(=O)Oc1ccccc1)C2=O (stereo not given)
(7) Cn1c(O)c(N=Nc2ccc(S(=O)(=O)N3CCOCC3)cc2)c(=O)n(C)c1=O
(8) Cc1cc(N(CCCl)CCCl)ccc1/C=N/NC(=O)c1ccco1
(9) Cc1ccc(P(=S)(c2ccc(C)o2)N2CCOCC2)o1
(10) CN1CCN(CCC(=O)OC2CC3CCC(C2)N3C)CC1 (stereo not given)

entry no.,1,2,3,4,5,6,7,8,9,10
Measles CPE,nt,24,1,30,10,12,11,7,15,5
MRP1 act,-0.5,0.0,-2.8,-0.8,-3.2,0.0,-0.1,-2.4,-0.8,-1.4
Phagocyt inh,0,-1,2,nt,nt,2,-10,nt,0,nt
BB579 growth dn,-70,3,-30,-53,-24,-10,-7,-14,5,13
bCat KO growth,95,18,86,92,91,105,92,87,91,87
Yeast life ext,-14,-11,10,3,nt,-3,-1,-12,0,nt
GALR2 antag,-1,4,8,11,9,4,7,3,-4,6
E-sel TNF inh,-28,1,nt,nt,1,nt,-1,24,-12,3
PTEN del growth,88,33,88,97,90,103,82,75,90,105
NPY-Y2 antag,2,10,8,3,0,5,-1,-1,2,2

(11) OC(COCc1ccc(Cl)cc1)CN1CC=C(c2ccccc2)CC1 (stereo not given)
(12) Cc1ccc(N2C(=O)NC(=O)/C(=C/c3cnc(-c4ccccc4)nc3)C2=O)cc1C
(13) CC(=O)Nc1ccc(OC(=O)c2ccccc2N)cc1
(14) C=CCN(c1ccc(C(=O)N(CC)CC)cc1)S(C)(=O)=O
(15) Cn1cccc1/C=C1/C(=O)NC(=O)N(Cc2ccccc2)C1=O
(16) CC(C)n1c(=O)c(C=Nc2ccc(Cl)cc2)c(O)n(Cc2ccco2)c1=O
(17) O=c1c2ccccc2nc(-c2ccco2)n1-c1ccc(Br)cn1
(18) CC12CNCC(C)(CNC1)C2O (stereo not given)
(19) Oc1cccc(/C=N/NP(=S)(c2ccccc2)c2ccccc2)c1
(20) Cc1cc(OCCCC(=O)NCc2cccs2)ccc1Cl

entry no.,11,12,13,14,15,16,17,18,19,20
Measles CPE,3,3,7,17,19,33,2,2,22,7
MRP1 act,-1.3,-1.2,-0.3,-2.4,-2.6,-1.6,-1.5,0.7,-0.5,-1.1
Phagocyt inh,-1,-4,-2,nt,11,-1,0,nt,-1,-3
BB579 growth dn,-12,-46,-53,-12,-33,-5,-1,-17,-25,-17
bCat KO growth,71,90,101,94,81,90,94,108,90,82
Yeast life ext,-9,-2,-21,nt,-4,0,-7,-13,-3,-2
GALR2 antag,10,-3,-5,1,29*,-1,12,6,-8,1
E-sel TNF inh,-19,-11,-12,-24,61*,nt,8,-13,nt,-9
PTEN del growth,70,102,105,97,87,80,96,103,98&101,82
NPY-Y2 antag,19*,1,2,-1,0,8,-1,1,2,5

(21) Cc1c(C(=O)N2CCC3(CC2)OCCO3)oc2ccc(S(=O)(=O)N3CCOCC3)cc12
(22) CCN1CCC2(CC1)NC(CO)(CO)CO2
(23) CCCCC(=O)N/N=C/c1c(O)n(Cc2ccco2)c(=O)[nH]c1=O
(24) CCN(CC)CCCN=Cc1c(O)n(-c2ccccc2F)c(=O)[nH]c1=O
(25) O=c1[nH]c(=O)n(C2CCCCC2)c(O)c1C=Nc1ccc(N2CCOCC2)cc1
(26) O=C(OCC(=O)c1ccc([N+](=O)[O-])cc1)/C(=C\c1ccc(Cl)cc1)NC(=O)c1ccccc1
(27) COc1ccc2c(c1OC)C(=O)OC2c1c(O)n(Cc2ccc(F)cc2)c(=O)[nH]c1=O (stereo not given)
(28) Cc1ccc(N(C)C(=O)Oc2cccc3ccc(C)nc23)cc1
(29) CCC(=NCCO)c1c(O)n(-c2ccc(Cl)cc2)c(=O)[nH]c1=O
(30) CCn1c(C(=O)N2CCC(C(=O)N3CCC4(CC3)OCCO4)CC2)cc2sccc21

entry no.,21,22,23,24,25,26,27,28,29,30
Measles CPE,19,19,16,11,5,17,3,10,10,2
MRP1 act,-1.7,-1.1,2.6,-0.8,-0.3,-6.4,-2.5,-0.3,-1.2,-1.4
Phagocyt inh,0,-6,-5,0,15,nt,-2,1,2,0
BB579 growth dn,-15,-3,-11,-6,-39,-22,4,0,-55,-15
bCat KO growth,90,95,100,80,99,96,92,84,92,100
Yeast life ext,1,-12,-3,-13,5,0,0,10,-3,-2
GALR2 antag,-8,10,-7,-3,0,9,6,14,-10,-2
E-sel TNF inh,-1,-11,13,nt,10,-18,-14,11,nt,-16
PTEN del growth,95,95,97,89,111,100,96,81,107,95
NPY-Y2 antag,3,0,5,1,2,2,3,3,2,-1

(31) CCOc1c(P(=S)(N(C)C)N(C)C)c(C)nn1-c1ccccc1
(32) COCCNCCOc1ccc(C(C)(C)c2ccccc2)cc1
(33) O=c1[nH]c2ccccc2n1CCCN1CCC(n2c(=O)[nH]c3cc(Cl)ccc32)CC1
(34) C=Cn1ccnc1P(=S)(c1ccn(C)c1)c1nccn1C=C
(35) COCCOC(=O)C1=C(N)Oc2c(c(=O)oc3ccccc23)[C@@]12C(=O)Nc1ccccc12
(36) Cc1cc(N)n(C2CCN(C)CC2)n1
(37) O=C(c1cnn2c(C(F)(F)F)cc(-c3ccccc3)nc12)N1CCC2(CC1)OCCO2
(38) CCOC(=O)N(C)c1ccc(C(O)(C(=O)OCC)C(F)(F)F)cc1 (stereo not given)
(39) CCCC(=O)NC(Oc1ccc(Cl)cc1Cl)C(Cl)(Cl)Cl (stereo not given)
(40) Cc1cc(N2C(=O)CC(N3CCC(n4c(=O)[nH]c5ccccc54)CC3)C2=O)no1 (stereo not given)

entry no.,31,32,33,34,35,36,37,38,39,40
Measles CPE,4,5,5,27,12,30,12,4,-1,13
MRP1 act,-3.2,-2.8,-2.3,-1.8,-2.1,-2.1,-1.8,-1.1,-3.2,0.7
Phagocyt inh,0,1,nt,-1,1,0,-1,0,-2,-1
BB579 growth dn,-33,-30,-1,-16,-42,-23,-44,-54,9,-23
bCat KO growth,81,75,85,111,79,96,100,87,90,104
Yeast life ext,5,3,6,-14,-11,-20,-4,16,-10,-5
GALR2 antag,-2,-9,-12,1,nt,-9,-3,1,-2,0
E-sel TNF inh,-23,2,nt,-31,nt,-46,8,2,-28,-18
PTEN del growth,91,81,93,94,98,94,100,94,82,100
NPY-Y2 antag,3,7,3,-1,nt,-1,1,1,2,3

Record cards (already shown). Screens in order: Measles CPE | MRP1 act | Phagocyt inh | BB579 growth dn | bCat KO growth | Yeast life ext | GALR2 antag | E-sel TNF inh | PTEN del growth | NPY-Y2 antag
Cn1cccc1/C=C1/C(=O)NC(=O)N(Cc2ccccc2)C1=O as listed: 19 | -2.6 | 11 | -33 | 81 | -4 | 29* | 61* | 87 | 0
CC[N+]1(C)CCCC(OC(=O)C(O)(c2ccccc2)c2ccccc2)C1 (stereo not given) as listed: 30 | -0.8 | nt | -53 | 92 | 3 | 11 | nt | 97 | 3
C=CCN(c1ccc(C(=O)N(CC)CC)cc1)S(C)(=O)=O as listed: 17 | -2.4 | nt | -12 | 94 | nt | 1 | -24 | 97 | -1

(listing goes on)
(41) COC(=O)c1c(C)n(Cc2ccco2)c2ccc(O)cc12
(42) COc1ccc(N=C(C)c2c(O)n(C3CCCCC3)c(=O)[nH]c2=O)c(OC)c1
(43) O=[N+]([O-])c1ccc(N2CCNCC2)cc1NCC1CCCO1 (stereo not given)
(44) CN(C)C(=O)Oc1cccc(-c2cn3cc(Cl)ccc3n2)c1
(45) CC(=O)OC1(c2ccc(C)cc2)CN2CCC1c1ccccc12 (stereo not given)
(46) COc1ccc(CC2c3cc(OC)c(OC)cc3CCN2C)cc1O (stereo not given)
(47) C=CCN1C(=O)/C(=C\c2ccc(N3CCOCC3)o2)C(=O)NC1=S
(48) CCCCn1c(N)c(C(=O)OCC2CCCO2)c2nc3ccccc3nc21 (stereo not given)
(49) O=C(NCC(c1cccnc1)N1CCOCC1)Oc1ccccc1 (stereo not given)
(50) Cc1cc(C)cc(N2C(=O)NC(=O)/C(=C/c3cccn3-c3ccc(Cl)cc3)C2=O)c1
(51) CCOC(=O)C1(c2ccccc2)CCN(CC(=O)Nc2cccc3ccccc23)CC1

entry no.,41,42,43,44,45,46,47,48,49,50,51
Measles CPE,8,5,21,45*,23,1,10,14,22,8,8
MRP1 act,-3.5,-2.3,-0.8,-0.6,-1.6,-1.2,0.1,-4.5,-2.4,-3.3,-0.8
Phagocyt inh,0,0,nt,-3,2,nt,10,0,nt,-13,-4
BB579 growth dn,7,-28,-11,-38,-53,-49,-41,-39,-2,-6,-49
bCat KO growth,90,68,97,98,95,98,96,87,103,34,81
Yeast life ext,-10,-18,-5,4,-7,13,9,-29,-8,-2,11
GALR2 antag,-16,7,0,2,39*,3,6,13,12,-1,-1
E-sel TNF inh,1,-13,?,nt,0,nt,-9,-48,4,nt,12
PTEN del growth,90,64,95,105,89,95,98,93,111,19,76
NPY-Y2 antag,8,-1,1,1,2,1,1,10,0,3,9
